Screening results from PubChem BioAssay.
MEKK3 PB1 HTS – modulators of MEKK3-MEK5 PB1 binding, primary screen, biochemical, wildtype MEKK3, multiplex bead flow cytometry, Alexa488-MEK5 | Mitogen-activated protein kinase kinase kinase 3 (Homo sapiens), Q99759 | bead-based flow cytometry, Alexa488-MEK5 binding to MEKK3; actives lie on both sides; 0 = blocked by unlabeled MEK5, 100 = vehicle | binding response (% of control), % at 10 µM | actives 1.4% (n = 290,000) | AID 1529, 2009;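 active = binding response more than 3 SD above or below the average of its plate-row segment, actives on both sides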;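 also: Alexa488 bead fluorescence after subtracting the streptavidin-only scavenger bead signal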
Target sequence (Q99759 whole entry, looked up): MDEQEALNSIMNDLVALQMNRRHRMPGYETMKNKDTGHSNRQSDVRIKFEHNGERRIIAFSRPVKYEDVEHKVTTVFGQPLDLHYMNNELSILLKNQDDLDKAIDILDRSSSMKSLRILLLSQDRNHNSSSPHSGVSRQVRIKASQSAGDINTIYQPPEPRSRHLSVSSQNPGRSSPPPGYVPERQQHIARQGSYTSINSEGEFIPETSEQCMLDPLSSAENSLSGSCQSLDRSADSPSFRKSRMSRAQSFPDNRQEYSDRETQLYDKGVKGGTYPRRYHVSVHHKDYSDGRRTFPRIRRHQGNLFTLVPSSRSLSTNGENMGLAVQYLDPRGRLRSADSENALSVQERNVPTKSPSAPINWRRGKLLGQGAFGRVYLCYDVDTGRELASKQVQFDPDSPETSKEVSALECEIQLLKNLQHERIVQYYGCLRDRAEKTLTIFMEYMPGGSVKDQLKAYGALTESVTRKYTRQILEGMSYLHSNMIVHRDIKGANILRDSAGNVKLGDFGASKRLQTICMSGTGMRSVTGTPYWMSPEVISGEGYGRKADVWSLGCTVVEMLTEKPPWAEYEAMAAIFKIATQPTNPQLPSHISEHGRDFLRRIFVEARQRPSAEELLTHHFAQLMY
IDE cell activ – human IDE activators in live cells, primary screen, fluorescence polarization, HEK cells, FAbeta-B substrate; activation, % at 5.96 µM; actives 0.073% (n = 340,000); FAbeta-B cleavage; 0% vehicle, 100% cell-free pure enzyme wells; AID 493087, 2011;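 active = activation above the mean of all tested compounds plus 3 SD, set per screening campaign, cut at about 17% in these data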
Starred values were filed as active, the others as inactive. Only part of the results is shown. The share of hits here may be higher or lower than overall.

The first 2 compounds, ahead of the listing:
Compound	MEKK3 PB1 HTS	IDE cell activ
COC(=O)C1=C(c2cc3ccccc3o2)C[C@@H]2CC[C@H]1N2C(=O)N1CCCC1	73	8
COC(=O)C1=C(c2cc3ccccc3s2)C[C@@H]2CC[C@H]1N2C(=O)NCCS(C)=O (stereo partly drawn)	100	3

The list itself, previewed entries included:
Compound	MEKK3 PB1 HTS	IDE cell activ
COC(=O)C1=C(c2cc3ccccc3o2)C[C@@H]2CC[C@H]1N2C(=O)N1CCCC1	73	8
COC(=O)C1=C(c2cc3ccccc3s2)C[C@@H]2CC[C@H]1N2C(=O)NCCS(C)=O (stereo partly drawn)	100	3
COC(=O)C1=C(c2cc3ccccc3s2)C[C@@H]2CC[C@H]1N2C(=O)N1CCC(O)CC1	98	-6
CCCN1CCc2cc(O)cc3c2[C@H]1Cc1ccc(O)c(O)c1-3	106	-12
COc1ccc2[nH]cc(C(=O)CN(C)C)c2c1	105	4
COC(=O)C1=C(c2ccc(S(C)(=O)=O)cc2)C[C@@H]2CC[C@H]1N2C(=O)NCCS(C)=O (stereo partly drawn)	96	-4
CN1C(=O)C2C[C@@]3(Br)c4ccccc4N(OOSc4ccccc4)[C@H]3N2C(=O)[C@@H]1Cc1ccccc1 (stereo partly drawn)	96	-1
COc1ccc(C2(c3cccc(O)c3OC)CCN(C(C)=O)CC2)cc1O	98	-2
Cc1ccc(N=Cc2c(O)n(-c3ccc(C)cc3)c(=O)[nH]c2=O)cc1	99	-5
CN(CC#CCN1CCCC1)C(=O)c1cccc(Cl)c1	108	-3
COC(=O)C1=C(c2cc3ccccc3o2)C[C@@H]2CC[C@H]1N2C(=O)N1CCC(O)CC1	107	-8
COC(=O)C1=C(c2cc3ccccc3o2)C[C@@H]2CC[C@H]1N2C(=O)NCc1ccc(F)cc1	106	-3
C=CC12CN(C)[C@@H]3C4CO[C@H](C[C@H]41)[C@]1(C(=O)Nc4ccccc41)[C@@H]32 (stereo partly drawn)	93	9
COC(=O)C1=C(c2ccccc2)C[C@@H]2CC[C@H]1N2C(=O)NCc1ccco1	102	0
COC(=O)C1=C(c2cc3ccccc3o2)C[C@@H]2CC[C@H]1N2C(=O)NCCNC(C)=O	102	6
CCN1C[C@]2(COC)CC[C@H](O)[C@@]34C5C[C@@H]6[C@@H](OC)C[C@@](O)(C5[C@H]6O)[C@](O)([C@@H](OC)C23)[C@@H]14 (stereo partly drawn)	97	3
COC(=O)C1=C(c2ccc(S(C)(=O)=O)cc2)C[C@@H]2CC[C@H]1N2C(=O)NCC1CC1	107	-1
COC(=O)C1=C(c2cc3ccccc3s2)C[C@@H]2CC[C@H]1N2C(=O)NCCNC(C)=O	102	-2
C[C@@H](N)Cc1cnc[nH]1	102	-2
O=[N+]([O-])c1ccc(O)c([N+](=O)[O-])c1	109	6
C=C1[C@@H](OC(C)=O)[C@]23C[C@@H]1[C@@H](OC(C)=O)CC2[C@]12C4C[C@H]3[C@H]1N(CC)C[C@]4(C)CC[C@@H]2O (stereo partly drawn)	96	2

7 entries out of the list, sorted by molar mass, lowest first:
Compound	MEKK3 PB1 HTS	IDE cell activ
O=[N+]([O-])c1ccc(O)c([N+](=O)[O-])c1	109	6
CCCN1CCc2cc(O)cc3c2[C@H]1Cc1ccc(O)c(O)c1-3	106	-12
COc1ccc(C2(c3cccc(O)c3OC)CCN(C(C)=O)CC2)cc1O	98	-2
COC(=O)C1=C(c2cc3ccccc3o2)C[C@@H]2CC[C@H]1N2C(=O)NCCNC(C)=O	102	6
COC(=O)C1=C(c2ccc(S(C)(=O)=O)cc2)C[C@@H]2CC[C@H]1N2C(=O)NCC1CC1	107	-1
C=C1[C@@H](OC(C)=O)[C@]23C[C@@H]1[C@@H](OC(C)=O)CC2[C@]12C4C[C@H]3[C@H]1N(CC)C[C@]4(C)CC[C@@H]2O (stereo partly drawn)	96	2
CCN1C[C@]2(COC)CC[C@H](O)[C@@]34C5C[C@@H]6[C@@H](OC)C[C@@](O)(C5[C@H]6O)[C@](O)([C@@H](OC)C23)[C@@H]14 (stereo partly drawn)	97	3
